From PubChem BioAssay
p97 ATPase inh: human p97 ATPase inhibition; recombinant p97 ATPase, Kinase-Glo ATP luminescence, 3 h; inhibition, % at 8 µM; actives 0.42% (n = 220,000); AID 1481; in the data active = inhibition above about 15%;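 note: 0% = DMSO vehicle and 100% = wells lacking enzyme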
FXIIa inh 1536: inhibitors of human coagulation factor XIIa. P00748. purified FXIIa, Boc-QGR-AMC fluorogenic substrate, 2 h. inhibition, % at 5 µM. actives 0.3% (n = 220,000). AID 800; in the data active = inhibition above about 40%;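 note: 0% = enzyme with no compound and 100% = blank without enzyme; many of its hits are not listed in these tables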
Target sequence (P00748 20-372 limits assumed): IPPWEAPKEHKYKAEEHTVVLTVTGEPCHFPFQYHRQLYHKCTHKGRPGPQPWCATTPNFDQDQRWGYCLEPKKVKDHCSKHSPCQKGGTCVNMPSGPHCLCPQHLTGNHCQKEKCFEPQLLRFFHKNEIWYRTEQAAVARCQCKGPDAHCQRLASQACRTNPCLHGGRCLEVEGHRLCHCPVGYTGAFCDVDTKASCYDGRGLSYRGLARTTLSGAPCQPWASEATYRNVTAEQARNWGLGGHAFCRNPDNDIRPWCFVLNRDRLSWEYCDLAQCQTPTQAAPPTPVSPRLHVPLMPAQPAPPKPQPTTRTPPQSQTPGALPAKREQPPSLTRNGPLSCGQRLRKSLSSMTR
Target sequence (P00748 373-615 limits assumed): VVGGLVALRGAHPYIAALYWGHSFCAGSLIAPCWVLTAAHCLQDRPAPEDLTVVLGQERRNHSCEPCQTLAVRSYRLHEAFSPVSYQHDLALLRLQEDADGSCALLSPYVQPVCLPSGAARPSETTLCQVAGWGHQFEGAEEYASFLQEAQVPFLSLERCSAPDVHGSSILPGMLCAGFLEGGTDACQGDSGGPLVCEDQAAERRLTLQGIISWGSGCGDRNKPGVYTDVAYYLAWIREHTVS
MDM2 E3 inh: Mdm2 E3 ligase (human) inhibition | Q00987 | cell-based MDM2 ubiquitination luciferase reporter, 2 h; 0 = plate control, 100 = twice control, blank-subtracted | signal enhancement, % at 5 µM | actives 0.11% (n = 210,000) | AID 1230;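 active = signal enhancement of 30% or more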;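 note: luminescence tracks abundance of the self-degrading MDM2-luciferase fusion protein; higher signal means inhibition of MDM2 E3 ligase activity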
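Test system: mammalian cells stably expressing self-ubiquitinating, self-degrading MDM2 E3–luciferase fusion; Amount: 2000 cells in each well; Medium: DMEM; Schedule: 4 h settle plus 2 h compound, 37 °C; Technique: SteadyLite luciferase luminescence after 15 min room-temperature reagent incubation; Benchmarks: plate control and blank wells.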
Wee1 degr inh: blocks degradation of human Wee1 kinase; P30291; HeLa Luc-Wee1K328M stability, luciferase luminescence; 100% = proteasome inhibitor MG132 effect; reporter increase, % at 5 µM; actives 1.2% (n = 220,000); AID 1321;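 active = activation above the mean of all tested compounds plus 3 SD, set per screening run, cut at about 8.8% in these data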;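 note: cells exposed to compound for 20 h before luminescence read; 0% = DMSO alone and 100% = MG132 at 30 µM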
eIF4E 4G PPI: blocks eIF4E binding to eIF4G. TR-FRET eIF4E-eIF4GI(517-606) binding, 2 h. inhibition, % at 21.7 µM. actives 0.37% (n = 220,000). AID 782;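 active = inhibition above about 30%, limit read from the data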;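 note: 0% = full FRET control wells and 100% = background wells lacking eIF4GI fragment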
Rad51 HR inh: blocks human Rad51 in homologous recombination. Q06609. hRad51 DNA strand exchange, fluorescence dequenching. inhibition, % at 10 µM. actives 0.085% (n = 200,000). AID 1385;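 active = inhibition above 40% at the single screening dose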;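 note: 0% = DMSO control wells and 100% = blanks with heterologous ssDNA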
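System: hRad51 filaments on single-stranded DNA; reagent: Fluorescein- and BHQ1-tagged 47-mer duplex; compound dosing: one concentration, 10 µM final; timing: filaments 15 min 37 °C, then compound 30 min; measured by: fluorescein emission 520 nm, excitation 485 nm; benchmarks: per-plate controls and blanks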
FXIa inh 1536: factor XIa (human) inhibition; P03951; actives 0.14% (n = 220,000); inhibition, % at 5 µM; purified FXIa, Boc-Glu-Ala-Arg-AMC fluorogenic substrate;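 active = inhibition of at least 40%; inactive = inhibition below 40%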;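 note: fluorescence of freed AMC excited at 355 nm; 0% = enzyme without compound and 100% = no enzyme blank; many of its hits are not listed in these tables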
14-3-3 Bad PPI: disrupts binding of bovine 14-3-3 zeta to phospho-Bad peptide. inhibition, % at 21.7 µM. actives 0.71% (n = 220,000). TR-FRET 14-3-3zeta/Dy647-pBad peptide displacement, 1 h;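 active = inhibition above about 70%, limit read from the data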;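 note: 0% = full 14-3-3 plus peptide FRET controls and 100% = background without 14-3-3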
hK5 inh: inhibitors of human kallikrein 5 | Q9Y337 | recombinant hK5, fluorogenic AMC substrate cleavage | inhibition, % at 5 µM | actives 0.59% (n = 210,000);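 active = inhibition of 40% or more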;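 note: 0% = enzyme controls without compound and 100% = no-enzyme blanks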
Target sequence (Q9Y337 67-293 limits assumed): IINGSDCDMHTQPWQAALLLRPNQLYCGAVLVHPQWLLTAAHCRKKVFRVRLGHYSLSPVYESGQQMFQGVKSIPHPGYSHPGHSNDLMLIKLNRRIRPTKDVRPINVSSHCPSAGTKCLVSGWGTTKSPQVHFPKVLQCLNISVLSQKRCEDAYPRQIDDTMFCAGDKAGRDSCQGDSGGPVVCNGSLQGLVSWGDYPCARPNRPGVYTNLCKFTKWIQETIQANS
Numbers without * were called inactive; i = inactive; · = not tested or not shown; [ ] = remark or other dose. Compounds as they come; any-hit rate near 3.5%.

SMILES	p97 ATPase inh	FXIIa inh 1536	MDM2 E3 inh	Wee1 degr inh	eIF4E 4G PPI	Rad51 HR inh	FXIa inh 1536	14-3-3 Bad PPI	hK5 inh
CCO[C@@H]1OC(C(=O)NC2CC2)=C[C@H](c2ccc(C(F)(F)F)cc2)[C@H]1CCCO	0	5	·	3	4	-4	0	-1	2
Cc1ccccc1-n1c(=O)c2ccccc2n(CC(=O)NCc2ccco2)c1=O	0	3	-12	0	1	11	-3	0	-15
CCSc1cc(C)nc2c(-c3ccccc3)c(C)nn12	2	11	-45	-3	6	2	5	5	-2
C=CCNc1sc(C(=O)c2ccccc2)c(N)c1-c1nc2ccccc2s1	3	13	-16	-1	3[fluorescence artefact?]	-23	0	2	-4
CCOC(=O)CC(=O)CSc1nc2c(sc(=S)n2-c2ccccc2)c(=O)[nH]1	2	8	2	-1	1	-6	4	10	6
O=C(NCc1cccs1)Nc1ccc2c(c1)OCO2	12	-6	-7	1	1	2	-5	-1	-7
COc1cccc2cc(C(C)N(CCCN3CCOCC3)C(=S)Nc3c(C)cccc3C)oc12 (stereo not drawn)	4	3	-20	1	9	4	-3	-9	-3
CCOC(=O)C1=C(C)NC(=O)NC1c1ccc(N(CC)CC)cc1 (stereo not drawn)	4	3	0	1	1	2	-6	2	-4
Cc1nc2nc3c(cn2n1)C(=O)CCC3	5	17	-11	7	4	·	1	11	8
COc1cnc(-c2ccccn2)nc1Sc1ccc(F)cc1	-2	3	-5	-1	1	7	-4	-24	-9
COc1ccc(C2SCCN2C(=S)Nc2ccc(F)cc2)cc1 (stereo not drawn)	8	9	-3	3	6[fluorescence artefact?]	-6	6	-6	-1
CC1(C)CC(NS(=O)(=O)c2ccc(S(=O)(=O)N3CCOCC3)cc2)CCO1 (stereo not drawn)	2	2	-4	-2	6	-8	8	-16	4
COCCN(CCOC)S(=O)(=O)c1ccc(C(=O)Nc2c(C)n(C)n(-c3ccccc3)c2=O)cc1	7	7	-30	4	2	8	3	-2	2
CCC(C)N(NC(C)=O)c1nc(Cl)nc(NC(C)(C)C)n1 (stereo not drawn)	-7	-9	-12	-3	3	12	-28	8	10
COc1ccccc1N(C)S(=O)(=O)c1ccc(C(=O)NC(C)c2ccccc2)cc1 (stereo not drawn)	-4	6	·	2	-10	·	-3	-5	-1
COc1cc2c(cc1NC(=O)COC(=O)CNC(=O)c1ccccc1)oc1ccccc12	6	6	-6	-2	3	·	0	4	10
O=C(NNC(=O)C1[C@H]2CCCC[C@@H]12)Nc1cccc2ccccc12 (stereo partly drawn)	2	6	-7	0	-7	·	1	-8	-1
COC(=O)c1ccc(N2CN=C(c3ccc(C)cc3)NC2=S)cc1	6	6	4	2	2[fluorescence artefact?]	10	7	-3[fluorescence artefact?]	-4
Clc1ccc(CNCc2cccs2)c(Cl)c1	7	8	-6	2	5	11	4	-16	-20
Cc1c(C(=O)NCc2ccc3c(c2)OCO3)oc2ccc(S(=O)(=O)N3CCCCCC3)cc12	0	19	-12	0	4	-4	15	4	-5
Cc1nn(C)cc1/C=C/C(=O)c1ccc(O)cc1	3	6	8	5	14	2	3	-4	-19
Cc1ccc(CSc2nnc(CCCCCNC(=O)OC(C)(C)C)o2)cc1	-4	2	-10	-1	2	2	-1	0	0
CCC1(COC(NC(=O)c2cccnc2)(C(F)(F)F)C(F)(F)F)COC1	1	14	2	0	-2	0	2	-5	1
CN(C(=O)COC(=O)c1n[nH]c2ccccc12)c1ccccc1	-1	-2	-13	-2	1	19	-4	-10	-5
CNC(=O)c1c(NC(=O)C(C)C)sc2c1CCC2	4	7	-12	5	2	-12	1	5	1
O=C(OCn1nnc2ccccc2c1=O)c1ccco1	5	13	-14	2	-8	0	4	1	-5
CC(C)COc1ccccc1C(=O)NC(CO)C(=O)O (stereo not drawn)	4	2	-2	2	·	-5	-4	·	0
S=C(NCc1ccc(Cl)cc1)Nc1ccccc1Cl	10	17	-19	1	0[fluorescence artefact?]	·	2	-22	1
COC(=O)COc1cc2ccccc2cc1C(=O)Nc1ccccc1	1	8	-6	0	-4	7	-4	-5	-2
c1ccc(OCc2nn3c(-c4cccnc4)nnc3s2)cc1	-4	12	2	3	0	5	8	-6	-1
Cc1cc(C(=O)NNC(=O)Nc2ccc(Cl)cc2)no1	1	12	-3	5	-1	·	3	8	2
CC(=O)Nc1ccc(Nc2ccc(S(=O)(=O)C(F)(F)F)cc2[N+](=O)[O-])cc1	-2	1	-16	7	2[fluorescence artefact?]	-2	-8	-7	-2
O=C(Cn1nnc(-c2cccs2)n1)N1c2ccccc2Sc2ccc(C(F)(F)F)cc21	4	6	·	0	-3	1	-3	-5	-2
COc1c(O)ccc(/C=N/NC(=O)c2ccc3c(c2)OCCO3)c1[N+](=O)[O-]	3	6	1	-1	-3	11	0	-5	-1
Cc1ccc2c(c1)S/C(=C/c1ccc[n+](CCO)c1)N2C	1	0	-8	0	2	i	-6	-7	-16
Cc1cccc(NC(=O)CC2NC3CCCCC3NC2=O)c1 (stereo not drawn)	3	7	-7	0	15	-5	1	2	-17
Cc1ccc(NC(=O)C(C)c2ccc(-c3ccccc3)c(F)c2)c(C)c1 (stereo not drawn)	-6	17	2	1	2	3	4	-7	-3
CCNC(=S)N/N=C/c1ccc(C#N)cc1	8	2	-11	0	0	-1	-3	-10	-3
O=C(NCc1ccc2c(c1)OCO2)Oc1ccccc1	0	5	-7	3	-2	-1	3	5	-7
O=C(C1CCCN(S(=O)(=O)c2cccc3cccnc23)C1)N1CCN(c2ccccc2F)CC1 (stereo not drawn)	-7	11	-2	0	1	0	10	-10	-5
CN1CCN(S(=O)(=O)c2ccc(NC(=O)c3ccc(Br)o3)cc2)CC1	-5	10	-31	6	0[fluorescence artefact?]	5	-2	-15[fluorescence artefact?]	-6
COC(=O)c1ccc(Oc2nc(NC(C)C)nc(N(C)C)n2)cc1	-4	-15	-11	1	-4[fluorescence artefact?]	1	-5	-7	-11
COc1ccc(C(=O)N(CCN2CCOCC2)CC(=O)NC2CCCC2)cc1OC	4	8	-8	0	-3[fluorescence artefact?]	-3	-2	-10	2
Cc1cc(OC(=O)C2CC2)c([N+](=O)[O-])c(=O)[nH]1	-2	9	-9	2	0	4	-1	11	0
CNC(=O)CNC(=O)Nc1ccc(C)cc1	-3	5	-11	3	1	-5	-3	-4	3
COc1cc(OC)cc(-c2cc3nc4c(c(N5CCN(c6ncccn6)CC5)n3n2)CCCC4)c1	2	-2	4	-4	-1	0	-6	-7	-12
NNC(=O)CS(=O)(=O)CS(=O)(=O)CC(=O)NN	2	7	-17	-2	-2	6	-3	-4	-3
O=C(NNC(=S)Nc1ccc(Cl)cc1)c1cccs1	4	4	2	0	2	-2	-4	-17	-7
COc1cccc(/C=C(\CC(=O)O)c2nc3ccccc3s2)c1	0	2	3	-4	0	-2	7	-7	-19
Cc1cc(C)c2c(NC(=O)CCl)nn(C)c2n1	0	7	-8	-3	-2	-1	-1	-5	1
COc1ccc(/C=C/C(=O)NCC(=O)N/N=C(\C)Cc2ccccc2)cc1	4	10	-14	1	-1	0	4	-3	4
O=C(/C=C/c1ccccc1)Nc1sc2c(c1C(=O)O)CCC2	6	14	-41	-1	0	8	5	4	4
CC(C)=CCN1CCN(Cc2ccc(C)s2)CC1CCO (stereo not drawn)	6	3	1	-3	4	-15	1	-4	-7
Cc1cc(C)c(S(=O)(=O)NCCC2CCCN2C)c(C)c1 (stereo not drawn)	-7	1	-18	-1	3[fluorescence artefact?]	-4	7	4[fluorescence artefact?]	-3
O=C(c1ccc(F)cc1)N(c1ccccn1)C1CCCCC1	4	11	-4	-1	-2	3	-4	-12	3
CC(C)=CC(=O)OCC(=O)Nc1cc(C)cc(C)c1	2	-18	-25	-1	2	31	-4	-12	-4
Cc1cccc(C)c1NC(=O)CSc1nnc(C)n1CC1CCCO1 (stereo not drawn)	3	9	-3	-2	2	2	-2	-14	-2
CCN(CC)S(=O)(=O)c1ccc(OC)c(NC(=O)C(C)Oc2ccc3c(C)cc(=O)oc3c2)c1 (stereo not drawn)	0	11	·	3	-8	·	9	1	-26
Cc1cc(C)nc(N2N=C(CSc3ccc(Cl)cc3)CC2=O)n1	2	3	-4	0	-5	-57	-3	-15	-13
Cc1ccc(NC(=O)COC(=O)Cn2nc(C)c([N+](=O)[O-])c2C)c([N+](=O)[O-])c1	-5	-7	-9	-1	-7[fluorescence artefact?]	-4	-10	-14	-7
(continued)
SMILES	p97 ATPase inh	FXIIa inh 1536	MDM2 E3 inh	Wee1 degr inh	eIF4E 4G PPI	Rad51 HR inh	FXIa inh 1536	14-3-3 Bad PPI	hK5 inh
Cc1ccc(-c2nn(-c3ccccc3)cc2/C=C/C(=O)Nc2nccs2)cc1	8	8	-14	2	-2	7	-4	3[fluorescence artefact?]	-7
CCC(C)c1ccc(Nc2ncccc2C#N)cc1 (stereo not drawn)	-2	8	-7	0	-2	8	-2	-7	-18
C/C(=N\Nc1nnc(-c2ccccc2)c(-c2ccccc2)n1)c1cccc([N+](=O)[O-])c1	1	15	-2	-1	3	-1	7	8	1
NC(=S)N/N=C1\CC(c2ccc3c(c2)OCCO3)Oc2ccc(F)cc21 (stereo not drawn)	5	7	-10	-2	1	-3	-3	-9	0
COC(=O)CSc1ncc(OC)c(OC)n1	4	-5	-13	-1	5	-2	3	-14	2
Cc1ccc(-n2c(C)cc(C(=O)CN3CCCCC3)c2C)cc1	5	11	8	0	4	-19	16	-2[fluorescence artefact?]	-12
Cc1cccc(C)c1NC(=O)CSc1nnnn1-c1ccc(C(=O)O)cc1	-6	0	-1	-1	0	8	-6	0	-5
COc1ccccc1NC(=O)CSc1nc(O)cc(=O)n1C	8	-1	-13	0	6	-1	-11	-8	-9
COc1ccc([N+](=O)[O-])cc1NC(=O)CC(c1ccccc1)c1ccccc1	3	11	·	3	4	·	7	-6[fluorescence artefact?]	-16
Cc1cc2c(NC(=O)Nc3ccccc3)cccc2nn1	-5	35	-14	3	1	-8	33	5	57*

6 compounds drawn at random from those above, as already listed:
SMILES	p97 ATPase inh	FXIIa inh 1536	MDM2 E3 inh	Wee1 degr inh	eIF4E 4G PPI	Rad51 HR inh	FXIa inh 1536	14-3-3 Bad PPI	hK5 inh
CCC1(COC(NC(=O)c2cccnc2)(C(F)(F)F)C(F)(F)F)COC1	1	14	2	0	-2	0	2	-5	1
COc1cccc2cc(C(C)N(CCCN3CCOCC3)C(=S)Nc3c(C)cccc3C)oc12 (stereo not drawn)	4	3	-20	1	9	4	-3	-9	-3
O=C(/C=C/c1ccccc1)Nc1sc2c(c1C(=O)O)CCC2	6	14	-41	-1	0	8	5	4	4
O=C(Cn1nnc(-c2cccs2)n1)N1c2ccccc2Sc2ccc(C(F)(F)F)cc21	4	6	·	0	-3	1	-3	-5	-2
Cc1cccc(NC(=O)CC2NC3CCCCC3NC2=O)c1 (stereo not drawn)	3	7	-7	0	15	-5	1	2	-17
COC(=O)c1ccc(Oc2nc(NC(C)C)nc(N(C)C)n2)cc1	-4	-15	-11	1	-4[fluorescence artefact?]	1	-5	-7	-11
